# Compound activity as filed in PubChem.
# SNCA viab count – reduces viability of HEK-293 SNCA reporter cells; HEK-293-SNCA-luc viability, GF-AFC fluorescence, 24 h; 150,000 tested, 0.12% active; Potency, µM (highest dose often 57.1 µM), for the others: top-dose activity change, negative = cytotoxicity, usual class: cytotoxic;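 further: potency means the concentration at half of the fitted maximal effect; 0% = DMSO-treated cells and -100% = medium-only wells without cells; nearly all actives have a fitted effect of over 30% in size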
#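 Cytotoxicity counterscreen: after 24 h compound treatment of genome-edited SNCA-luciferase HEK-293 cells, live-cell protease substrate GF-AFC read by fluorescence after 30 min; activity scaled between DMSO (0%) and medium-only (-100%), curves Hill-fitted.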
# NIH3T3 tox – kills NIH 3T3 cells; NIH 3T3 viability, CellTiter-Glo ATP luminescence, 48-72 h; 94,000 tested, 4.3% active; Potency, µM (series often up to 96.7 µM), for the others: at the top dose activity change, negative = cytotoxicity, most hits filed as inhibitors; further: potency means the concentration at half of the fitted maximal effect; nearly all actives have a fitted effect of over 55% in size
#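 NIH 3T3 cells at 400 cells/well received 23 nL of compound by pintool and were incubated 48 or 72 h at 37 °C. Viability was read as ATP-coupled CellTiter-Glo luminescence.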
# HEK cytotox – cytotoxic compounds in HEK 293 cells; HEK 293 viability, ATP luminescence (CellTiter-Glo), 48-72 h; Potency, µM (titrated, usually from 115 µM), inactives show at the top dose activity change, negative = cytotoxicity, hits mostly inhibitors; 94,000 tested, 6.6% active; AID 1345083; further: potency means the concentration at half of the fitted maximal effect; nearly all actives have a fitted effect of over 60% in size
#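 Read-out: CellTiter-Glo ATP luminescence. Cells: HEK 293, 250 cells/well. Exposure: 48 or 72 hr, 37 degree Celsius.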
# IP6K1 inhibitor – IP6K1 kinase inhibition; Q92551; AID 1645851; activity change, % (series mostly up to about 58 µM); IP6K1 kinase, ADP-Glo luminescence, 2 h; stronger effect = lower value; 140,000 tested, 0.81% active; in the data active means activity change below about -25%
# Target sequence (Q92551 whole entry, looked up): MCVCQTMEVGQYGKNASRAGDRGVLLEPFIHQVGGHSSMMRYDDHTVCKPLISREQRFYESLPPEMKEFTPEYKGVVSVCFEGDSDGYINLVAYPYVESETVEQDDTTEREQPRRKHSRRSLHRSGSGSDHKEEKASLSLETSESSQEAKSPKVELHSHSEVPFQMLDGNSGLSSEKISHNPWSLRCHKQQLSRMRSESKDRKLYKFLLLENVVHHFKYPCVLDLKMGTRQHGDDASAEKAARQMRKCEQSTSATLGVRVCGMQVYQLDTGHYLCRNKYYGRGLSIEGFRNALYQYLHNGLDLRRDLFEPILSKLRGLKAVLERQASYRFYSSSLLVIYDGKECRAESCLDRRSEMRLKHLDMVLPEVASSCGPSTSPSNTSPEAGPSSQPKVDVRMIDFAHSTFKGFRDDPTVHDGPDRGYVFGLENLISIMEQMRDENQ
#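 ADP-Glo luminescence measures ADP made by human IP6K1 during a 2 h RT reaction with ATP/IP6 (mix at 1.3 mM/130 uM); top library doses 57.5 and 19.1 uM final.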
# SNCA expr inhib – reduces expression of the alpha-synuclein gene; HEK-293 SNCA-luciferase knock-in, luminescence, 24 h; Potency, µM (top dose mostly 57.2 µM), for inactives: at the top dose activity change, negative = inhibition, actives largely listed as inhibitors; 140,000 tested, 0.17% active;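 further: potency means the concentration at half of the fitted maximal effect; plate controls were DMSO cells for no effect and cell-free wells for full effect; nearly all actives have a fitted effect of over 45% in size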
# Luciferase inh – Photinus pyralis luciferase inhibition | purified P. pyralis luciferase, luminescence, biochemical | Potency, µM (series often up to 115 µM), inactives show at the top dose activity change, negative = inhibition, hits mostly inhibitors | 76,000 tested, 2.5% active | AID 1347043; further: potency means the concentration at half of the fitted maximal effect; nearly all actives have a fitted effect of over 65% in size
#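 Cell-free enzyme assay, 10nM P. pyralis luciferase, luciferin and ATP each at 10uM. Inhibition profiled over a 6-point titration, read as luminescence.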
# GPT2 inhibitor – GPT2 alanine aminotransferase inhibition; Q8TD30; Recombinant GPT2, coupled pyruvate oxidase/HRP Amplex Red fluorescence; Potency, µM (top dose mostly 57.7 µM), inactives show at the highest dose activity change, negative = inhibition, most hits filed as inhibitors; 100,000 tested, 0.25% active; AID 1671188; further: potency means the concentration at half of the fitted maximal effect; nearly all actives have a fitted effect of over 60% in size; many of its hits are not listed in these tables
# Target sequence (Q8TD30 whole entry, looked up): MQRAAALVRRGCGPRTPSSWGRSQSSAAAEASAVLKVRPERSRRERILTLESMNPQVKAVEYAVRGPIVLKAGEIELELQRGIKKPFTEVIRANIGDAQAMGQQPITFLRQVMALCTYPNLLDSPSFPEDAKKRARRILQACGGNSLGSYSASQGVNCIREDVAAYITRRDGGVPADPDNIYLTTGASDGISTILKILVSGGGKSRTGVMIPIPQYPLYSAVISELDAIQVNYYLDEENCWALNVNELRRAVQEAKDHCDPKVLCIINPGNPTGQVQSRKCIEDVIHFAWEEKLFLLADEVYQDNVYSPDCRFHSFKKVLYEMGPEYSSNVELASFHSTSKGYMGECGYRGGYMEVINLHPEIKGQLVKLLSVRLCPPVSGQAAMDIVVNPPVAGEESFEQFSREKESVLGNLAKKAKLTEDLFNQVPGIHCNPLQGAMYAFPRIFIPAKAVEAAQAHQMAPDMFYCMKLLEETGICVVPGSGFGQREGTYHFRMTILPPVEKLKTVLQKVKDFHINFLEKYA
#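 GPT2 10ng/uL, a-KG 250uM, L-Ala 2mM, HEPES pH7.5 + 0.0001% Tween; 30 min RT. Then Amplex mix (PO/HRP/ThPP), 30 min RT dark, fluorescence. AOA 50uM used as positive control.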
# Active calls of the source: *; i = inactive; ? = inconclusive; . = not tested or not shown; & = joins results of further samples; ! = not confirmed by another sample; [ ] = dose if it differs, or a comment. Unless noted, the call rests on the fitted dose curve; in most records, active means well fitted curve in the direction sought with a large enough effect; inconclusive means small, poorly fitted or top-dose-only effect, or another doubt; inactive means no such curve, though single readings can be large; an effect the other way counts as inactive or inconclusive. Unless noted, on the % scale 0 is the no-effect control and ±100 the full control effect. Outcome played no part in choosing rows. About 7.7% of those tested had a hit in this group.
compound	SNCA viab count	NIH3T3 tox	HEK cytotox	IP6K1 inhibitor	SNCA expr inhib	Luciferase inh	GPT2 inhibitor
CSCc1noc(CNC(=O)c2ccc(-c3ccccc3Cl)o2)n1	19%	?	?	21	-3%	14%	i
Cc1ccc(-n2c(=O)c3c4c(sc3n(CC(=O)c3ccc(Cl)cc3)c2=O)CCC4)cc1C	12%	.	.	-4	-24%	.	.
Cc1nc2c(c(C)nn2-c2ccccc2)c(C)c1CCC(=O)NCCc1ccccc1	-2%	.	.	6	50%[activator]	.	.
COc1ccc(-c2noc(-c3ccc(N4CCCC4)c([N+](=O)[O-])c3)n2)cc1	?	.	.	-21	90%[activator]	.	.
Cc1ccc(NC(=O)CC2CCN(S(C)(=O)=O)C2)cc1 (configuration not stated)	-8%[12.5 µM]	2%	0%	19	30%[activator]	-17%	1%
CN(CCCc1cnn(C)c1)C(=O)C1CNCCO1 (configuration not stated)	-5%	0%	1%	7	?	2%	-5%
O=C(c1ccncc1)N1CC2CC(C1)[C@H]1CCCC(=O)N1C2 (some centres not stated)	2%	i	-1%	3	-8%	8%	-6%
O=C(C1CCCO1)N1CCC(N(Cc2ccccc2)C2CCOCC2)CC1 (configuration not stated)	0%	-4%	?	-8	-4%	1%	2%
O=C1c2ccccc2C(=O)C1c1ccc(Br)cc1	-32%[23.9 µM]	.	.	29	23%[25.6 µM]	.	-4%
COC(=O)[C@H]1[C@H]2C[C@H]3c4[nH]c5ccccc5c4CCN3C[C@H]2CC[C@@H]1O	-1%	.	.	.	-3%	.	i
O=C(O)CCCc1c[nH]c2ccccc12	5%&12%	.	.	-5	-2%	.	i
Cn1nccc1CN1CC(Oc2ccc3c(c2)OCO3)C1	3%[87.6 µM]	-12%[138 µM]	-9%[172 µM]	-9	-14%[87.6 µM]	.	3%[88.5 µM]
CC(C)c1csc(CN2CCN(c3ncccc3C#N)CC2)n1	-12%	-4%	-1%	11	-10%	-2%	3%
COCCC(=O)N[C@@H]1CN(Cc2ccccc2)C[C@H]1CN(C)C	8%	-13%	-13%	2	1%	8%	i
CC1=C(C(=O)Nc2ccccc2)C(c2ccc[nH]2)n2ncnc2N1 (configuration not stated)	?	.	.	-17	-8%	.	.
COc1ccc(Nc2n[nH]c(C(O)c3cccc(C(F)(F)F)c3)n2)cn1 (configuration not stated)	-6%[87.6 µM]	?	?	18	-26%[87.6 µM]	15%[172 µM]	i
O=C([C@@H]1C[C@H](Oc2ccccc2)CN1C(=O)CN1CCCCCC1)N1CCOCC1	-2%	-9%	-9%	27	33%[activator]	3%	i
CCN1c2cc(C(=O)NCc3cccc(C)c3)ccc2C(=O)N2CCCCCC21 (configuration not stated)	9%[12.5 µM]	?	?	6	?	-14%	i
Cc1cccc(C(=O)N2CCN(C(=O)c3nnn4c3COC(c3ccc(F)cc3)C4)CC2)c1 (configuration not stated)	-9%	-22%	?	0	-17%	-6%	i
CC(NC(=O)c1ccc2c(c1)N(Cc1ccc(Cl)cc1)C(=O)c1ccccc1S2=O)c1ccccc1 (configuration not stated)	3%	.	.	-4	29%	.	.
Cc1nn(C)c2nc(NCCCOC3CCCC3)sc12	3%	?	32µM*	11	15%	35µM*	-7%
Cn1nc(-c2ccncc2)cc1NC(=O)Cc1ccccc1	3%[87.6 µM]	?	0%[172 µM]	4	16%[87.6 µM]	.	i
CS(=O)(=O)N(CC(=O)NCCSc1ccccc1)c1cc(C(F)(F)F)ccc1Cl	2%	.	.	23	-10%	.	.
COC(=O)C1=CO[C@@H](O[C@@H]2O[C@H](CO)[C@@H](O)[C@H](O)[C@H]2O)[C@H]2[C@@H]1C=C[C@]21C=C([C@H](C)OC(=O)/C=C/c2ccc(O[C@@H]3O[C@H](CO)[C@@H](O)[C@H](O)[C@H]3O)cc2)C(=O)O1	16%[23.9 µM]	.	.	23	.	.	i
O=C(NC1CC1)c1cc(-c2cccc(C(F)(F)F)c2)c2nncn2n1	-12%	-29%	-29%	-9	-16%	.	i
COc1ccc(N2CCN(C(=O)Cn3cccc3-c3nc(-c4ccc5c(c4)OCO5)no3)CC2)cc1	4%	0%	1%	21	33%[activator]	1%	-7%
Cc1cc(C(=O)N2CCCC(c3nccn3Cc3ccccn3)C2)c(C)o1 (configuration not stated)	-9%	4%	-6%	-3	27%	1%	-6%
Cc1cnc(CCNC(=O)c2ccco2)n1C1CCC1	7%	-13%	0%	-12	156%[activator]	-14%	?
COc1cc(NC(=O)NC[C@H]2O[C@@H](CO)[C@@H](O)[C@H]2N2CCC(C)CC2)cc(OC)c1	5%	i	i	3	-1%	3%	1%
CCS(=O)(=O)c1ncc(CN(C)Cc2cn(C)nc2C)n1CCc1ccccc1	-5%	-20%	-12%	1	-16%	-2%	i

# Only Luciferase inh, SNCA viab count and HEK cytotox, for 6 of the compounds above:
Molecule	Luciferase inh	SNCA viab count	HEK cytotox
CC(NC(=O)c1ccc2c(c1)N(Cc1ccc(Cl)cc1)C(=O)c1ccccc1S2=O)c1ccccc1 (configuration not stated)	.	3%	.
Cc1nn(C)c2nc(NCCCOC3CCCC3)sc12	35µM*	3%	32µM*
Cn1nc(-c2ccncc2)cc1NC(=O)Cc1ccccc1	.	3%[87.6 µM]	0%[172 µM]
CS(=O)(=O)N(CC(=O)NCCSc1ccccc1)c1cc(C(F)(F)F)ccc1Cl	.	2%	.
COC(=O)C1=CO[C@@H](O[C@@H]2O[C@H](CO)[C@@H](O)[C@H](O)[C@H]2O)[C@H]2[C@@H]1C=C[C@]21C=C([C@H](C)OC(=O)/C=C/c2ccc(O[C@@H]3O[C@H](CO)[C@@H](O)[C@H](O)[C@H]3O)cc2)C(=O)O1	.	16%[23.9 µM]	.
O=C(NC1CC1)c1cc(-c2cccc(C(F)(F)F)c2)c2nncn2n1	.	-12%	-29%

# Single records (already shown):
# `Cn1nc(-c2ccncc2)cc1NC(=O)Cc1ccccc1` in the list: SNCA viab count = 3%[87.6 µM]; NIH3T3 tox = ?; HEK cytotox = 0%[172 µM]; IP6K1 inhibitor = 4; SNCA expr inhib = 16%[87.6 µM]; Luciferase inh = .; GPT2 inhibitor = i
# `Cc1ccc(NC(=O)CC2CCN(S(C)(=O)=O)C2)cc1` (configuration not stated) in the list: SNCA viab count = -8%[12.5 µM]; NIH3T3 tox = 2%; HEK cytotox = 0%; IP6K1 inhibitor = 19; SNCA expr inhib = 30%[activator]; Luciferase inh = -17%; GPT2 inhibitor = 1%

# Other entries:
compound	SNCA viab count	NIH3T3 tox	HEK cytotox	IP6K1 inhibitor	SNCA expr inhib	Luciferase inh	GPT2 inhibitor
CC(C)Cc1noc(CN(C)C(=O)CC2C(=O)NCCN2CC(C)C)n1 (configuration not stated)	4%	1%	0%	2	?	0%	-7%
Cn1c2c(c3ccccc31)CN(C(=O)Nc1ccc(Cl)cc1Cl)CC2	5%	?	?	-13	48%[activator]	25µM*	i
Cc1ccc2oc3c(c(=O)c2c1)C(c1ccccc1F)N(c1ccccn1)C3=O (configuration not stated)	6%	.	.	-8	-25%	.	.
O=C(NCC1CN(C(=O)c2cnccn2)CC12CCOCC2)N1CCCC1 (configuration not stated)	-4%	-3%	i	6	6%	.	1%
Cn1cccc1C(=O)N1CCCC(c2nc(CCOCC3CCOCC3)no2)C1 (configuration not stated)	-2%	-35%	-18%	7	-13%	1%	-17%
CCCC12CN3CC(CCC)(CN(C1)C3c1c[nH]c3ccc(OC)cc13)C2=O (configuration not stated)	0%	.	.	1	-5%	.	.
Cc1ccc(N2C(=O)CSC23C(=O)N(CC(=O)NCc2ccccc2)c2ccccc23)cc1C (configuration not stated)	10%	.	.	9	?	.	.
O=C(C1CCCN([S+](=O)([O-])c2cccc(C(F)(F)F)c2)C1)N1CCC(N2CCOC2=O)CC1 (configuration not stated)	-18%	-35%	?	23	-4%	.	1%
CCN1CCOC(=O)C1CC(=O)Nc1cccc(OC)c1 (configuration not stated)	10%	.	.	3	17%	.	.
Cc1ccc(C(=O)N2CCC3(CC2)N=C(c2ccccc2)NO3)cc1F	-10%	-22%	-1%	-11	5%	1%	i
Cn1nccc1C(=O)N1CCCC(c2noc(COc3ccccc3)n2)C1 (configuration not stated)	-3%[12.5 µM]	-3%	-8%	16	-5%	1%	i
CCCn1c(C)cnc1C1CCN(C(=O)C2CC2)C1 (configuration not stated)	7%	-5%	-15%	-4	12%	3%	i
Cc1nn(-c2ccccc2)c(OC(=O)C(C)C)c1Sc1ccccc1	2%	.	.	4	-13%	.	.
O=C(O)c1cccnc1C(=O)O	6%	.	.	.	10%	.	4%
Cc1cccc(-c2nc3cc(C(=O)NCCN4CCOCC4)ccc3o2)n1	2%[87.6 µM]	-18%[138 µM]	-6%[172 µM]	20	-10%[87.6 µM]	.	3%[88.5 µM]
O=C1CCCCN1Cc1nc(C2CCOC2)no1 (configuration not stated)	-3%	4%	2%	21	-18%	2%	i[11.5 µM]
CCN1CCCC2(CCN(C(=O)CCc3n[nH]c(C)c3C)C2)C1=O (configuration not stated)	3%	-12%	-1%	15	-14%	8%	i
COc1ccc2c(CNCc3cccs3)c(C(=O)O)n(Cc3ccc(F)cc3)c2c1	-8%	.	.	-10	-11%	.	.
CC(Oc1ccccc1)C(=O)N1CC(Oc2ccccc2-c2nc(-c3ccccc3)no2)C1 (configuration not stated)	-22%	35µM*	45µM*	6	-16%	.	0%
O=C(NCc1cccs1)c1ccc2c(c1)CC(=O)N2Cc1ccc(F)cc1	-7%	-20%	?	-8	-8%	-3%	-7%
Cc1noc(C)c1S(=O)(=O)N1CC(C(=O)NC2CCCCC2)C2(CCOCC2)C1 (configuration not stated)	-11%	-13%	-3%	28	-1%	1%	i
COc1cccc(NC(=O)c2nnn(Cc3ccc(OC)c(Br)c3)c2N)c1	3%	.	.	-27*	43%[activator]	.	.
CC[C@H]1CN(S(=O)(=O)c2c(C)noc2C)CC[C@H]1CC(=O)Nc1nccs1	12%[87.6 µM]	?	?	0	?	-7%[172 µM]	i
CCCn1c(C)cnc1C1CCN(S(C)(=O)=O)C1 (configuration not stated)	-2%	i	0%	3	1%	1%	-10%
CCN1C(=O)CCN(Cc2ccc(F)c(F)c2)CC12CCOCC2	7%	-20%	-26%	8	0%	.	2%
Cc1ccc(NC(=O)CN2CCSc3ccc(S(=O)(=O)N4CCCC4)cc32)cc1	?	.	.	27	?	.	.
Cc1ccc(-c2[nH]c(-c3ccccc3)nc2SCC(=O)NCC2CCCO2)cc1 (configuration not stated)	-18%	.	.	27	19%	.	.
COCC(=O)Nc1ccc(-c2noc([C@@H]3CCCN3Cc3cccnc3)n2)cn1	4%[87.6 µM]	-27%[174 µM]	-19%[172 µM]	12	9%[87.6 µM]	-17%[172 µM]	3%[88.5 µM]
CC(C)NC(=O)C1COC2(CCN(C(=O)c3cccc([N+](=O)[O-])c3)CC2)N1C(=O)c1ccccc1 (configuration not stated)	?	?	?	4	4%	-11%	3%
c1coc(-c2nc3ccncc3[nH]2)c1	-8%&-7%[87.6 µM]	?	?	23&-14	16%&-1%[87.6 µM]	?	32µM*!
